Compound activity (PubChem)
T cell modulator: T cell immune modulation candidate; AID 2052; hit rate 0.068% among 330,000; 2C CD8+ T cell-vesicle binding, flow cytometry; hits give low values; calls only at 7 µM;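 active means response, share of CD8 T cells binding vesicles, and their 90th percentile fluorescence all below set limits, cut at about 80% in these data, passing the limit was not always enough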
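Read-out – percent CD8+ FL2 mean versus row control · System – murine 2C transgenic CD8+ T lymphocytes · Times – 1.5 h cell–vesicle binding at 37 °C, then 20 min icy labelling · Control set – naked vesicles low, QL9 vesicles with vehicle high · Detection – cytometric PE anti-B7-1 and Alexa647 anti-CD8 signals after 1% paraformaldehyde fixation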
MT stabilizer: microtubule stabilizers in HeLa cells | % tubulin-high responders, % at 10 µM | hit rate 0.83% among 200,000 | HeLa tubulin immunostaining HCS, 24 h; share of cells brighter than vehicle mean+2SD;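 active means plate Z-score above 3 for both tubulin-high and condensed-nucleus cell shares, with cell loss under 80%, at 10 µM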;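 further: anti alpha tubulin signal scored within the nucleus-defined area of each cell; some results filed as inactive read as strong as hits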
Hep lipid drop: hepatic lipid droplet formation modulation. AML12 mouse hepatocytes, oleate lipid droplets, BODIPY imaging. inhibition, % at 6.5 µM. hit rate 0.4% among 240,000. AID 1656;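 active means lipid droplet intensity inhibited by at least 50%, with more than 500 cells counted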
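System: AML12 hepatocytes (mouse). Probe or stimulus: oleic acid at 100 µM to induce lipid droplet formation. Times: overnight treatment with compound plus oleate. Detection: Image-based BODIPY and DAPI two-channel analysis. Evaluation: percent inhibition of filter-corrected integrated lipid droplet intensity per well.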
Ins promoter up: MIN6 insulin promoter up-regulation; hit rate 0.3% among 190,000; MIN6 insulin promoter-GFP reporter, high-content imaging; hits give high values; AID 1625; z-score at 5 µM;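 active means z-score above 3 at 5 µM with at least 500 cells counted in the well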
WT yeast gro inh: growth inhibition of WT yeast, mitochondrial fusion screen; AID 1362; mitochondrial fusion phenotypic screen, WT strain; hit rate 2.1% among 190,000; inhibition, % at 10 µM; in the data active means inhibition above about 58%; tested in S. cerevisiae
West Nile virus CPE: West Nile virus antiviral activity, cell-based, CPE readout (AID 1621) | West Nile virus-infected cells, CPE inhibition; higher % means a stronger effect | CPE inhibition, % at 10 µM, or IC50 in µM where a hit was titrated | hit rate 0.02% among 290,000; in the data active means a potency from the dose series; further: strong numbers were not always called active
Myeloid diff MLP: myeloid differentiation induction; ER-HoxA9 myeloid progenitors, lysozyme-GFP differentiation, flow cytometry; calls only at 10 µM; hit rate 1% among 360,000; AID 624256;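 active means normalized GFP-positive differentiation at or above the plate's own cutoff, the solvent-only control mean plus 3 SD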;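 further: cells exposed to compound for four days before flow analysis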
Autophagy mod: alters autophagy in cells; calls only at 10 µM (by protocol); MEF GFP-LC3 puncta imaging; test concentration mostly 10 µM; hit rate 0.98% among 190,000;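 active means percentage of spot-positive cells more than 3 SD above its plate mean, without a fluorescence outlier flag or 80% toxicity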;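 further: spot-positive cell cutoff set from DMSO-treated cells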
bCat nuc transl: beta-catenin nuclear translocation modulation. HeLa beta-catenin nuclear translocation, immunofluorescence imaging. nuclear translocation activity, % at 5 µM. hit rate 0.3% among 190,000. AID 1665;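 active means nuclear translocation activity above 50% at 5 µM, with a well cell count of 50 or more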;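 further: per-cell ratio of nuclear to cytoplasmic median beta-catenin stain intensity; plate controls were DMSO negative control for no effect and GSK-3 inhibitor IX positive control for full effect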
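Test system: human HeLa cells, native beta-catenin. Compound dosing: 5 µM primary single dose, 0.1% DMSO, 0.02–20 µM confirmation series. Incubation: compound exposure 24 h at 37°C. Detection: beta-catenin immunostaining with DAPI counterstain, 20x imaging, 6 fields/well. Read-out basis: Nuclear/cytoplasmic beta-catenin signal ratio, % activation.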
WT yeast gro inh mutant strain: second read-out of WT yeast gro inh, no call of its own (marks repeat the call); inhibition, %; mitochondrial fusion phenotypic screen, mutant strain inhibition
Ins promoter up cell count: also measured in Ins promoter up; calls as there; cell count; measured here: cytotoxicity, nuclei count;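 total cells summed across four imaged fields per well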
Hep lipid drop cells 6.5 µM: also measured in Hep lipid drop; calls as there; cell count; measured here: cell count, cytotoxicity flag;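 cells counted across two imaged fields per well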
bCat nuc transl cell count 5 µM: also measured in bCat nuc transl; calls as there; cell count; measured here: cell count, cytotoxicity flag
T cell modulator vesicle-bound %: recorded beside T cell modulator, whose call it bears; double positive events, %; measured here: CD8+ vesicle-bound cell fraction;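 binding gate set so that unloaded-vesicle control wells show 10% double positive cells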
MT stabilizer Hoechst-high %: also measured in MT stabilizer; calls as there; % Hoechst-high responders; measured here: nuclear condensation Hoechst responders;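 share of cells brighter than vehicle mean plus two SD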
MT stabilizer cytotoxicity %: recorded beside MT stabilizer, whose call it bears; toxicity, %; measured here: cytotoxicity by cell density;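 0% = mean cell density of plate MIN control wells and 100% = no cells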
Autophagy mod cell loss 18 h: second read-out of Autophagy mod, no call of its own (marks repeat the call); toxicity, %; measured here: cell loss, nuclei count;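 cell loss after 18 h compound exposure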
Myeloid diff MLP GFP+ MAC1+ %: also measured in Myeloid diff MLP; calls as there; GFP+ MAC1+ double positive, %; measured here: differentiation confirmed by MAC1 staining
Numbers without * were called inactive; i = inactive; x = no result given; + = active, no number.

Order of values – T cell modulator	T cell modulator vesicle-bound %	MT stabilizer	MT stabilizer Hoechst-high %	MT stabilizer cytotoxicity %	Hep lipid drop	Hep lipid drop cells 6.5 µM	Ins promoter up	Ins promoter up cell count	WT yeast gro inh	WT yeast gro inh mutant strain	West Nile virus CPE	Myeloid diff MLP	Myeloid diff MLP GFP+ MAC1+ %	Autophagy mod	Autophagy mod cell loss 18 h	bCat nuc transl	bCat nuc transl cell count 5 µM
CCCCN(C)C(=O)c1cn(-c2cccc(OC)c2)c(=O)c2ccccc12
  i	60	x	x	x	4	834	x	x	x	x	-0.5%	i	0.7	x	x	x	x
O=C(Nc1cc(Cl)cc(Cl)c1)c1cccnc1
  i	50	x	x	x	0	801	x	x	x	x	-0.1%	i	1.0	x	x	x	x
Cn1c(C(C(=O)NCC2CCCO2)N(CCc2ccccc2)C(=O)Cn2nnc3ccccc32)nc2ccccc21 (stereo unspecified)
  i	30	3.2	2.7	4.2	8	726	-0.32	1284	0	-9	0.2%	i	0.7	i	15	-1.4	560
Cc1csc(NC(=O)Cc2c(F)cccc2Cl)n1
  i	52	x	x	x	-9	744	x	x	x	x	-0.1%	i	0.5	x	x	x	x
COC(=O)C1=C(C)N(Cc2cccnc2)C(=O)/C1=C\c1cccs1
  i	53	2.2	0.7	5.3	-4	654	x	x	1	-5	-1.1%	x	x	i	-5	-1.2	1083
N#C/C=C/N1CCC(Cc2ccccc2)CC1
  i	20	x	x	x	-9	847	x	x	x	x	0.1%	i	1.8	x	x	x	x
Cc1cc(C(=O)COc2ccc(F)cc2Br)c(C)n1C
  i	48	5.2	3.1	5.6	-23	675	1	1172	-3	-3	-0.9%	i	0.7	i	-4	-1.7	1063
Cc1ccc(NNC(=O)C(=O)N2CCCCC2)cc1
  i	25	7.1	2.3	7.3	8	655	x	x	64*	58*	-1.2%	i	0.5	i	-3	6.7	1052
COc1ccc(S(=O)(=O)N2CC(=O)Nc3ccccc32)cc1Cl
  i	29	x	x	x	7	870	x	x	x	x	-0.4%	i	0.3	x	x	x	x
CC(=O)c1ccc(C(=O)N(C)C2CCCN(Cc3ccccc3F)C2)s1 (stereo unspecified)
  i	70	x	x	x	-8	801	x	x	x	x	-0.8%	i	1.3	x	x	x	x

Arranged by value in T cell modulator vesicle-bound % (falling): 4 from the list above
Molecule | T cell modulator vesicle-bound %
Cc1cc(C(=O)COc2ccc(F)cc2Br)c(C)n1C | 48
Cn1c(C(C(=O)NCC2CCCO2)N(CCc2ccccc2)C(=O)Cn2nnc3ccccc32)nc2ccccc21 (stereo unspecified) | 30
COc1ccc(S(=O)(=O)N2CC(=O)Nc3ccccc32)cc1Cl | 29
Cc1ccc(NNC(=O)C(=O)N2CCCCC2)cc1 | 25

Copied from the list.
Under Myeloid diff MLP GFP+ MAC1+ %, CC(=O)c1ccc(C(=O)N(C)C2CCCN(Cc3ccccc3F)C2)s1 (stereo unspecified) is entered as 1.3
Under T cell modulator vesicle-bound %, COC(=O)C1=C(C)N(Cc2cccnc2)C(=O)/C1=C\c1cccs1 is entered as 53

Further records follow:
Order of values – T cell modulator	T cell modulator vesicle-bound %	MT stabilizer	MT stabilizer Hoechst-high %	MT stabilizer cytotoxicity %	Hep lipid drop	Hep lipid drop cells 6.5 µM	Ins promoter up	Ins promoter up cell count	WT yeast gro inh	WT yeast gro inh mutant strain	West Nile virus CPE	Myeloid diff MLP	Myeloid diff MLP GFP+ MAC1+ %	Autophagy mod	Autophagy mod cell loss 18 h	bCat nuc transl	bCat nuc transl cell count 5 µM
O=C(CSc1nnnn1C1CCCC1)Nc1cccc(NC(=O)c2ccco2)c1
  i	15	1.6	1.3	4.0	-17	730	-1.5	1173	-6	9	-0.7%	i	1.7	i	-5	1.2	1235
CCc1c(O)nc(SCC(=O)NC(C)(C)C)n(-c2ccccc2)c1=O
  i	39	2.8	2.3	7.2	x	x	0.39	1633	7	4	-0.5%	i	1.3	i	19	1.1	1436
COc1ccc(OC)c(S(=O)(=O)N2CCCC(C(=O)N3CCCC3)C2)c1 (stereo unspecified)
  i	12	x	x	x	2	755	x	x	x	x	-0.5%	i	1.6	x	x	x	x
O=S1(=O)[C@H]2C[C@@H]3CC[C@]2(CN1Cc1cccc(F)c1)O3
  i	28	x	x	x	5	732	0.34	963	x	x	0.4%	i	1.0	x	x	0.2	1107
Cc1ccc(-n2ncc3c(=O)n(CC(=O)N4CCCCCC4)cnc32)cc1
  i	34	2.8	2.6	23	x	x	-0.4	1486	5	12	-0.1%	i	0.8	i	7	-1.9	1458
O=C(COn1nnc2ccccc21)NCC1CCCCC1
  i	31	5.2	3.1	3.0	-4	795	-1.2	1304	-2	16	0.0%	i	0.2	i	-9	-5.1	1278
Clc1ccc(OCCOCCNCc2ccccc2)cc1Cl
  i	18	x	x	x	0	777	x	x	x	x	1.0%	i	0.7	x	x	x	x
CC1CN(C(=O)c2cc(S(=O)(=O)N(C)c3ccc(F)cc3)ccc2Cl)CC(C)O1 (stereo unspecified)
  i	62	x	x	x	2	612	x	x	x	x	-0.8%	i	0.7	x	x	x	x
CCN(CC)C(=O)C1=C(C)NC(=S)NC1c1ccc(C)s1 (stereo unspecified)
  i	33	2.2	2.1	3.9	-5	697	-0.19	1276	0	7	-0.5%	i	0.6	i	0	1.8	1005
CCc1cc(=O)oc2cc(OC(=O)CN3C(=O)NC4(CCCC4)C3=O)ccc12
  i	31	x	x	x	0	793	x	x	x	x	0.7%	i	0.8	x	x	x	x

Next records follow:
Molecule,T cell modulator,T cell modulator vesicle-bound %,MT stabilizer,MT stabilizer Hoechst-high %,MT stabilizer cytotoxicity %,Hep lipid drop,Hep lipid drop cells 6.5 µM,Ins promoter up,Ins promoter up cell count,WT yeast gro inh,WT yeast gro inh mutant strain,West Nile virus CPE,Myeloid diff MLP,Myeloid diff MLP GFP+ MAC1+ %,Autophagy mod,Autophagy mod cell loss 18 h,bCat nuc transl,bCat nuc transl cell count 5 µM
CCS(=O)(=O)c1nc(S(=O)(=O)c2ccc(Cl)cc2)c(N2CCc3ccccc3C2)s1,i,53,3.0,2.6,2.8,-2,692,-0.12,1295,-5,0,0.0%,i,0.8,i,13,-0.4,979
CCN(CC)C(=O)COc1coc(CN2CCN(Cc3ccccc3)CC2)cc1=O,i,24,x,x,x,14,700,x,x,x,x,-0.1%,i,0.9,x,x,x,x
Cn1nc(C(=O)OCCN2C(=O)c3ccccc3C2=O)c2ccccc2c1=O,i,21,3.5,1.5,0.2,7,783,1.4,1275,0,3,0.7%,i,0.2,i,3,-5.6,1215
COc1ccccc1NC(=O)c1ccc(COc2ccccc2OC)o1,i,12,2.9,1.5,4.6,6,760,-0.24,1342,-1,10,-0.2%,i,8.4,i,0,0.3,1013
COc1ccc(C(=O)NCC(=O)N2CCCC(C)C2)cc1OC (stereo unspecified),i,55,4.5,3.7,6.4,1,700,-0.16,1365,-5,-2,0.7%,i,0.6,i,2,-4.9,1040
O=C(NCCc1ccccc1)C1CCN(C(=O)c2ccc(F)cc2)CC1,i,47,x,x,x,0,839,x,x,x,x,-1.2%,i,0.4,x,x,x,x
CCCOc1ccc(-c2nnc(N)s2)cc1,i,22,1.0,0.8,5.5,4,714,0.68,1196,-4,-10,-0.5%,i,0.5,i,2,x,x
Cc1nc2sc(C(c3ccco3)N3CCc4ccccc4C3)c(O)n2n1 (stereo unspecified),i,7,3.1,2.7,9.1,x,x,x,x,x,x,-0.9%,i,6.5,i,-2,x,x
O=S1(=O)N=C(N(CCO)/N=C/C=C/c2ccccc2)c2ccccc21,i,37,3.6,2.9,5.9,-4,698,-0.18,1231,-14,-42,-1.6%,+,0.6*,i,4,x,x
CS(=O)(=O)c1ccc2nc(NC(=O)CN3CCC(Cc4ccccc4)CC3)sc2c1,i,8,x,x,x,12,880,x,x,x,x,0.3%,i,0.3,x,x,x,x
O=S(=O)(c1ccccc1)N1N=C(c2cccs2)CC1c1ccc(F)cc1 (stereo unspecified),i,33,2.7,2.0,8.9,x,x,-1.1,1100,43,-9,-0.1%,i,1.1,i,-24,3.0,1438
CCc1nn(C)c(-c2n[nH]c(=S)n2N)c1Cl,i,44,1.4,1.5,7.0,x,x,-0.87,1548,-1,-13,0.5%,x,x,i,13,-0.6,1405
Cc1ccc(C(C#N)c2ccc(C(=O)c3ccc(F)cc3)cc2)cc1 (stereo unspecified),i,39,1.7,1.3,0.3,10,824,-4.8,634,36,-11,-0.5%,i,1.4,i,6,x,x
CC1(C)O[C@H]2OC([C@H](O)CON3C(=O)c4ccccc4C3=O)[C@H](O)[C@H]2O1 (stereo partly specified),i,46,4.1,2.8,1.8,16,751,0.77,1330,-8,-12,0.1%,x,x,i,-46,x,x
CCCc1nnc(SCC(=O)N2CCOCC2)n1CC1CCCO1 (stereo unspecified),i,0,1.8,2.3,8.5,-8,678,0.06,1271,-4,-4,0.4%,i,0.5,i,-2,0.0,1128
